DT40 TDP1 no CPT: qHTS for Inhibitors of human tyrosyl-DNA phosphodiesterase 1 (TDP1): qHTS in cells in absence of CPT; Potency, µM (series often up to 46.2 µM), without a hit: top-dose activity change, negative = growth inhibition, most hits filed as inhibitors; AID 686978, 2013; DT40 Tdp1-/- hTDP1 cells, no CPT, ATP luminescence, 48 h; 420,000 compounds, 15% hits; further: nearly all actives have a fitted effect of over 55% in size
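Seeded 400 DT40-hTDP1 cells/well (vehicle DMSO, no 20 nM CPT); pinned compounds; ≥48 hr at 37 °C; CellTiter-Glo luminescence as viability measure.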
TDP1 inh: TDP1 (human) enzyme inhibition; 350,000 compounds, 0.28% hits; AID 485290; Potency, µM (doses to about 130 µM), for inactives: top-dose activity change, negative = inhibition, usual class: inhibitors; recombinant TDP1, AlphaScreen DNA substrate cleavage; further: nearly all actives have a fitted effect of over 40% in size
Target sequence (Q9NUW8 whole entry, looked up): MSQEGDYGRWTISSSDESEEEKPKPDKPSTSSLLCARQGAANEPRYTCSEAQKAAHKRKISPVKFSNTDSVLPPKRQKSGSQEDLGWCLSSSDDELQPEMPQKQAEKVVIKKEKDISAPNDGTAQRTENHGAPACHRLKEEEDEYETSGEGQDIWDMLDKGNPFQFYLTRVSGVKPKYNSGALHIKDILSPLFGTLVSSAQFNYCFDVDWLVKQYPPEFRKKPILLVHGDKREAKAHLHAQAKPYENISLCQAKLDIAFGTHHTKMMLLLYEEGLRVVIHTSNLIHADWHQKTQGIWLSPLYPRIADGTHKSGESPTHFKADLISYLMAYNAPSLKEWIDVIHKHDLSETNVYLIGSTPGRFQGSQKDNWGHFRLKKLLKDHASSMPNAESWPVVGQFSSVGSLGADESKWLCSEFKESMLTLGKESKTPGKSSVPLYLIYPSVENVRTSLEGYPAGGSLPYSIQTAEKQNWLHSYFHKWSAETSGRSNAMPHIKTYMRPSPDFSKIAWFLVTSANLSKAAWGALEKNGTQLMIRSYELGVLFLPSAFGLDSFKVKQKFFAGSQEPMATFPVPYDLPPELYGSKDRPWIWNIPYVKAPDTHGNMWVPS
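Tdp1 1 nM final; 15 min RT w/ cpd; substrate 15 nM, 5 min; beads 10 ug/ml, 10 min; AlphaScreen read. Neg ctrl: no enzyme.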
TDP1 cell CPT: growth inhibition of DT40 Tdp1-/-;hTDP1 cells with camptothecin (screen for TDP1 inhibitors); Potency, µM (top dose mostly 46.2 µM), without a hit: at the top dose activity change, negative = growth inhibition, most hits filed as inhibitors; chicken DT40 Tdp1-/-;hTDP1 cells + 20 nM CPT, ATP luminescence, 48 h; AID 686979; 420,000 compounds, 12% hits; further: nearly all actives have a fitted effect of over 55% in size
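Chicken DT40 Tdp1-/- cells complemented with human TDP1, 400 cells/well, exposed to compounds plus 20 nM camptothecin for at least 48 h at 37 C; viability read as ATP content by CellTiter-Glo luminescence.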
* = called active by the depositor; ? = inconclusive; nt = not tested or not shown; & = joins results of further samples; [ ] = remark or other dose. The call rests on the fitted dose curve; in most records, active means well fitted curve in the direction sought with a large enough effect; inconclusive means small, poorly fitted or top-dose-only effect, or another doubt; inactive means no such curve, though single readings can be large; an effect the other way counts as inactive or inconclusive. On the % scale 0 is the no-effect control and ±100 the full control effect; potency means the concentration at half of the fitted maximal effect.

SMILES	DT40 TDP1 no CPT	TDP1 inh	TDP1 cell CPT
CC(C)[C@H](NC(=O)c1ccco1)C(=O)OCC(=O)Nc1ccc(F)cc1	-15%	5%	5%
CCN(Cc1ccccc1)S(=O)(=O)c1csc(C(N)=O)c1	11%	3%	-2%
CCNC(=S)NNC(=O)c1csc2c1CCCC2	-14%	1%	-4%
O=C(C[n+]1ccc2ccccc2c1)c1ccc(O)c(O)c1	-24%	nt	-4%
CC(C)[C@H](NC(=O)c1ccco1)C(=O)OCc1cc(=O)n2c(n1)sc1ccccc12	?	nt	?
CCOc1cc2[nH]c(=O)n(Cc3ccc(C(=O)NCCOC)cc3)c(=O)c2cc1OCC	-10%	0%	-1%
COc1cccc(CC2(CO)CCCN(Cc3ccc4c(c3)OCCO4)C2)c1 (configuration not stated)	?	2%	?
Oc1ccc(O)c(Cc2nc3ccccc3[nH]2)c1	8.2µM*	0%	?
COc1ccc(C(=O)CN2CCN(S(=O)(=O)c3cccc([N+](=O)[O-])c3)CC2)cc1OC	-1%	7%	-10%
CC(C)N1CCc2c(sc(NC(=O)c3ccc(S(=O)(=O)N4CCOCC4)cc3)c2C#N)C1	21µM*	-4%	23µM*
O=C(COC(=O)c1ncc(Cl)c(Cl)c1Cl)NC1CCCCCC1	-3%	-1%	1%
CCCCOC(=O)c1ccc(NC(=O)C2(c3cccs3)CCOCC2)cc1	?	0%	?
CCCCN1CC(=O)N2[C@H]3c4ccc(OC)cc4OC[C@@H]3[C@H](C(=O)OCC)[C@]2(C)C1=O	-21%	0%	-13%
Cc1ccc(S(=O)(=O)N2c3ccccc3-c3c(ssc3=S)C2(C)C)cc1	?	7%	?
CCOc1cc(C(=O)O/N=C(\N)c2ccccn2)cc(OCC)c1OCC	?	nt	-9%
C[C@@H]1CN([C@@H](C)CO)S(=O)(=O)c2ccc(-c3cccc(C#N)c3)cc2O[C@@H]1CN(C)C(=O)c1ccc(F)cc1	21µM*	nt	?
COc1ccc(C)cc1NS(=O)(=O)c1cnc(N)nc1	-4%	7%	2%
COC(=O)CCC(NC(=O)OCc1ccccc1)C(=O)NC(CC(C)C)C(=O)OC (configuration not stated)	-29%	-1%	?
Cc1ccccc1NC(=O)c1nc[nH]c1C(=O)NCc1ccccc1	?	9%	?
O=C(Nc1ccc(Br)cc1)C1CCN(C(=O)c2ccco2)CC1	-28%	11%	-7%
CCc1ccc(S(=O)(=O)c2cn(Cc3ccc(OC)cc3)c3cc(OC)c(OC)cc3c2=O)cc1	?	1%	?
Cc1cc(C(=O)Nc2ccc(F)cc2F)on1	-1%	nt	0%
C=CCN1c2ccccc2Sc2cnccc21	18µM*	nt	?
COc1cccc(N2CCN(c3ccc4nnc(CCC(=O)Nc5cc(C)ccn5)n4n3)CC2)c1	-13%	3%	-26%
CCOc1ccccc1N/C(=C(/C(Cl)=C(Cl)Cl)[N+](=O)[O-])n1cncn1	?	6%	-20%
CN1CCN(CCC(=O)Nc2ccc(F)c(F)c2)CC1	-3%	0%	24%
CCC(C)NC(=O)COCc1cc(-c2ccc3c(c2)OCO3)on1 (configuration not stated)	-5%	nt	3%
O=C(N/N=C/c1c(F)c(F)c(F)c(F)c1F)c1cc(-c2ccccc2)nc2ccccc12	-29%	nt	?
CCCCc1ccc(NC=C2C(=O)OC3(CCCCC3)OC2=O)cc1	-30%	-2%	-30%
CCOC(=O)CSc1ncnc2c1c(-c1ccccc1)cn2-c1ccc(OC)cc1	-10%&-6%	0%&-1%	-3%&-10%

Laid out differently: 6 of the compounds above
smiles | DT40 TDP1 no CPT | TDP1 inh | TDP1 cell CPT
CCCCc1ccc(NC=C2C(=O)OC3(CCCCC3)OC2=O)cc1 | -30% | -2% | -30%
Cc1cc(C(=O)Nc2ccc(F)cc2F)on1 | -1% | nt | 0%
CCOC(=O)CSc1ncnc2c1c(-c1ccccc1)cn2-c1ccc(OC)cc1 | -10%&-6% | 0%&-1% | -3%&-10%
CN1CCN(CCC(=O)Nc2ccc(F)c(F)c2)CC1 | -3% | 0% | 24%
CCC(C)NC(=O)COCc1cc(-c2ccc3c(c2)OCO3)on1 (configuration not stated) | -5% | nt | 3%
COc1cccc(N2CCN(c3ccc4nnc(CCC(=O)Nc5cc(C)ccn5)n4n3)CC2)c1 | -13% | 3% | -26%

The main list resumes with the 7 entries that preceded the break.
SMILES	DT40 TDP1 no CPT	TDP1 inh	TDP1 cell CPT
COc1cccc(N2CCN(c3ccc4nnc(CCC(=O)Nc5cc(C)ccn5)n4n3)CC2)c1	-13%	3%	-26%
CCOc1ccccc1N/C(=C(/C(Cl)=C(Cl)Cl)[N+](=O)[O-])n1cncn1	?	6%	-20%
CN1CCN(CCC(=O)Nc2ccc(F)c(F)c2)CC1	-3%	0%	24%
CCC(C)NC(=O)COCc1cc(-c2ccc3c(c2)OCO3)on1 (configuration not stated)	-5%	nt	3%
O=C(N/N=C/c1c(F)c(F)c(F)c(F)c1F)c1cc(-c2ccccc2)nc2ccccc12	-29%	nt	?
CCCCc1ccc(NC=C2C(=O)OC3(CCCCC3)OC2=O)cc1	-30%	-2%	-30%
CCOC(=O)CSc1ncnc2c1c(-c1ccccc1)cn2-c1ccc(OC)cc1	-10%&-6%	0%&-1%	-3%&-10%
CCOC(=O)C1CCCN(S(=O)(=O)c2ccc(OC)c3ccccc23)C1 (configuration not stated)	?	7%	-15%
Cc1c(C#N)c(NC(=O)c2ccccc2)n(Cc2ccccc2)c1C	?	3%	-20%
C#CCN1C(=O)S/C(=C\c2cc3c(cc2OC)OCO3)C1=O	8%	3%	18%
Cc1cccc(C)c1NC(=O)N1CCC(N2CCCCC2)CC1	-1%	10%	6%
O=C1NC(=Nc2ccc3ccccc3c2)S/C1=C/c1ccco1	?	1%	-19%
COc1ccccc1CNC(=O)c1cc(=O)c2ccccc2o1	?	5%	?
O=C(CCS(=O)(=O)c1cccc2nonc12)Nc1cccc(F)c1	-20%	6%	11%
CC(OC(=O)c1cc(=O)[nH]c2ccccc12)C(=O)NCc1ccccc1 (configuration not stated)	-9%	3%	2%
Cc1ccc(C(=O)N(C)Cc2ccccc2)cc1S(=O)(=O)N1CCOCC1	-3%	4%	19%
NS(=O)(=O)c1ccc(NC(=O)CN2CCN(S(=O)(=O)/C=C/c3ccccc3)CC2)cc1	-15%	nt	-4%
Cc1nc(CS(=O)(=O)c2ccc(Cl)cc2)cc(N2CCOCC2)n1	-8%	1%	-8%
Cc1ccc(N2CCN(S(=O)(=O)c3ccc(Cl)s3)CC2C)cc1 (configuration not stated)	?	1%	1%
O=C(Cn1ncc2c(=O)oc3ccccc3c21)N1CCC(N2CCCCC2)CC1	14%	-1%	0%
CN1C2C=C3C(C#N)=C(N)C(C#N)(C#N)[C@@H](c4ccc(Cl)cc4)[C@@H]3C1CC2 (some centres not stated)	?	6%	?
CCn1nc(NS(=O)(=O)c2cccc3nonc23)c2cc3ccc(C)cc3nc21	1%	9%	0%
Cc1nc2ccccc2nc1OCc1cccc([N+](=O)[O-])c1	-19%	-3%	-27%
CC(C)CCN1C(=O)c2ccc(C(=O)Nc3ccc(O)cc3C(=O)O)cc2C1=O	0%	nt	2%
CCOc1cc(N2CCOCC2)c(OCC)cc1NC(=O)CN1CCCC(C)C1 (configuration not stated)	?	4%	?
O=C(COc1ccc(S(=O)(=O)N2CCCCC2)cc1Cl)N1CCCC1	-26%	5%	?
O=C(CNC(=O)Cc1ccccc1)N=Nc1c(O)[nH]c2ccc(Br)cc12	-29%	1%	?
NC(=O)C1CCN(C(=O)CCCCCn2c(=O)[nH]c3ccsc3c2=O)CC1	-1%	5%	1%
CCOC(=O)C1CCC(CN(Cc2ccc(OC)cc2)S(=O)(=O)c2ccc(F)c(C(=O)Nc3ccc(C)c(C)c3)c2)CC1 (configuration not stated)	-4%	10%	?
O=C1CCc2cc(S(=O)(=O)N3CCC(C(=O)NCc4ccccc4Cl)CC3)ccc2N1	-5%	0%	0%
Cc1ccc(OCC(=O)OCc2c(C)noc2C)cc1C	-1%	1%	6%
CC1=CC2(C)C(C3C(C)=CC2(C)C(=O)C3(C)O)C(C)(O)C1=O (configuration not stated)	?	nt	3%
O=S(=O)(NCC1(N2CCOCC2)CCCCC1)c1ccc(Cl)cc1C(F)(F)F	?	0%	?
CCC[C@@H](CN1CCC[C@H]1CN1C(N)=NC[C@@H]1Cc1ccccc1)N1C[C@@H]([C@H](C)CC)N(CCCC2CCCC2)C1=N	8.2µM*	0%	10µM*
CC(=O)OCCn1c(Br)nc2c1c(=O)[nH]c(=O)n2C	-2%	-1%	0%
CCn1c(SCC(=O)Nc2cc(C)on2)nnc1-c1cccnc1	-6%	3%	-18%
CC(Cc1ccccc1)NC(=O)c1cc([N+](=O)[O-])ccc1Cl (configuration not stated)	-6%	-5%	-7%
O=C(NCSc1ccnc(SCNC(=O)c2ccc(F)cc2)n1)c1ccc(F)cc1	4%	3%	6%
Cc1ccc(NC(=O)C2CCCN(c3nnc(-n4c(C)ccc4C)s3)C2)c(C)c1 (configuration not stated)	16µM*	8%	?
CCOC(=O)C1=CN(CC)S(=O)(=O)NC1CCc1ccccc1 (configuration not stated)	-30%	-3%[56.1 µM]	-14%
O=S(=O)(NCc1cccs1)c1cccc(S(=O)(=O)N2CCCCC2)c1	-22%	2%	-17%
COc1cccc(C(=O)Oc2ccc3c(C)cc(=O)oc3c2C(C)=O)c1	-27%	-4%	-2%
NC(=O)c1ccsc1NC(=O)C1CC1	-2%	nt	-19%
CC(C)c1ccc(OCC(=O)N2CCCCCC2)c(Br)c1	-25%	-1%	?
CC(=O)N1CCc2cc(S(=O)(=O)NCCC(=O)Nc3cccc(C)c3)ccc21	-19%	0%	-15%
Cn1cc(-c2nc3cnc(N4CCOCC4)nc3n(CCC#N)c2=O)c2ccccc21	23%	nt	-1%
COc1ccc(Cn2nnc3c(=O)[nH]c(C4CCCN(C(=O)c5ccc(C)cc5)C4)nc32)cc1 (configuration not stated)	?	3%	?
Cc1cccc(C)c1NC(=O)C(c1ccccc1)N1CC(=O)Nc2ccccc21 (configuration not stated)	-13%	-8%	-27%
Cc1ccc(NS(=O)(=O)c2ccc(-n3cccn3)cc2)nc1	1%	3%	-3%
CS(=O)(=O)N1CCCC(C(=O)Nc2ccc(Br)cc2F)C1 (configuration not stated)	-30%	-5%	-16%
CCOC(=O)c1[nH]nc(-c2cc(CC)c(O)cc2O)c1-c1cscn1	?	-5%	?
CC1CCCCN1C(=O)CSc1nnc2ccccn12 (configuration not stated)	1%	0%	-17%
Cn1nccc1-c1ccc(C(=O)NCc2ccc(Cl)cc2)c2occc12	?	nt	?
O=S(=O)(c1ccc2ccccc2c1)n1cnc2ccccc21	?	4%	-21%
Cc1nn(CC(=O)N2CCCC2)c(=O)c2cc3cc(F)ccc3n12	12%	1%	3%
CC(=O)N(C)c1ccc(N=Cc2cc3c(cc2[N+](=O)[O-])OCO3)cc1	-27%	nt	7%
CSc1n[nH]c(=S)n1N	-7%	8%	-2%
Additional compounds follow.
SMILES	DT40 TDP1 no CPT	TDP1 inh	TDP1 cell CPT
COc1ccccc1C(=O)Nc1ccc(-c2nnn(CC(=O)N3CCN(C(=O)c4ccco4)CC3)n2)cc1	-21%	-6%	2%
Cc1cccc(NC(=O)c2ccccc2SCc2ccc(F)cc2)n1	15µM*	-6%	?
COc1ccc(C2C3C(=O)N(N(C)c4ncc(C(F)(F)F)cc4Cl)C(=O)C3ON2C)cc1 (configuration not stated)	-17%	5%	2%
CCc1ccc(NC(=O)NCCc2c(C)nn(C)c2C)cc1	?	1%	-5%
CC1C(=O)N2CCCc3cc(NC(=O)COc4ccccc4)cc1c32 (configuration not stated)	?	1%	-25%
O=C(NC(Cc1ccccc1)C(=O)NC1CC1)OCc1ccccc1 (configuration not stated)	-10%	5%	2%
COCCn1nnnc1CN1CCSCC1	-1%	8%	-12%
CCc1ccc2oc(-c3cc(NC(=O)COc4ccc(C)cc4)ccc3O)nc2c1	?	nt	?
COc1ccc(-c2cc(C(=O)N3CCOCC3)c3ccccc3n2)cc1OC	-26%	2%	-11%
CCOC(=O)c1c(NC(=O)CCCOc2ccccc2C)sc2c1CCC(C)C2 (configuration not stated)	-3%	1%[12.3 µM]	-12%
Cc1ccccc1OCC(=O)NCCCNC(=O)c1cccnc1	-5%	0%	-16%
COc1ccc(Cl)cc1NC(=O)C(C)Sc1n[nH]c(N)n1 (configuration not stated)	?	3%	-21%
CNC(=O)C1(CC(C)C)C=CCN1C(C)=O (configuration not stated)	5%	1%&12%	20%
Cc1ccc(S(=O)(=O)c2c(N)n(Cc3ccco3)c3nc4ccccc4nc23)cc1C	?	-4%	?
O=C(/C=C/c1cccnc1)/C=C/c1cccnc1	0.58µM*	4%	1µM*
Nc1ncnc2c1ncn2C1OC(CO)C(O)C1N (configuration not stated)	?	4%	-24%

Bioassay records deposited in PubChem by National Center for Advancing Translational Sciences (NCATS).
